BH1578 lux ind: inducers of Vibrio cholerae quorum light production without autoinducers, primary screen, BH1578 luxS cqsA deficient, single point | V. cholerae BH1578 lux reporter, luminescence, 6 h | AID 588436, 2011 | 0.16% of 350,000 active | activation, % at 18.7 µM; in the data active means activation mostly above about 9.7%, no sharp cut-off; further: not every result past the cut was called active; inactives centre near 0; reference of the scale not given here
Rv3671c inh: Rv3671c serine protease inhibitors, primary screen, biochemical, fluorescence polarization, M. tuberculosis H37Rv; inhibition, % at 5.96 µM; 0.048% of 320,000 active; AID 2606, 2010; in the data active means inhibition above about 38%;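 further: extracellular domain of Rv3671c used as enzyme; 0% = enzyme with DMSO and 100% = no enzyme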
Target sequence (P9WHR9 whole entry, looked up, the tested form may be a part): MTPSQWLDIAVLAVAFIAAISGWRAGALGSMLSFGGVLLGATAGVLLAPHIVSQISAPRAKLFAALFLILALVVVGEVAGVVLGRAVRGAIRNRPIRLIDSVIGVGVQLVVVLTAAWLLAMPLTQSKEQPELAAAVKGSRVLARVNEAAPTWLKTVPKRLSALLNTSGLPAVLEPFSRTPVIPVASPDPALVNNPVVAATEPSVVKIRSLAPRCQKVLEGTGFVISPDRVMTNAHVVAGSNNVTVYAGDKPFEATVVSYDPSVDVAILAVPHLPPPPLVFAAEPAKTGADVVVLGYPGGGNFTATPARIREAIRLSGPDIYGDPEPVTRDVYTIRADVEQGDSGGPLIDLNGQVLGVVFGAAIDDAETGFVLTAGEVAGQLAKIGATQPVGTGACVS
UGM FP inh: M. tuberculosis UGM enzyme inhibitors, primary screen, biochemical, fluorescence polarization, single point. UDP-galactopyranose mutase (Mycobacterium tuberculosis (strain ATCC 25618 / H37Rv)), …. purified UGM, fluorescence polarization probe displacement. inhibition, % at 10 µM. 0.06% of 320,000 active. AID 504406, 2011; in the data active means inhibition above about 10%, passing the limit was not always enough
Mtb FBA inh: Mtb FBA enzyme inhibitors, primary screen, biochemical, fluorescence, strain H37Rv; inhibition, % at 1 µM; 2.3% of 360,000 active; Fructose-bisphosphate aldolase (Mycobacterium tuberculosis (strain ATCC 25618 / H37Rv)), …; purified M. tuberculosis FBA, fluorescence read-out; AID 588726, 2011; in the data active means inhibition above about 27%;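 further: 0% = vehicle and 100% = reference inhibitor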
Target sequence (P9WQA3 whole entry, looked up): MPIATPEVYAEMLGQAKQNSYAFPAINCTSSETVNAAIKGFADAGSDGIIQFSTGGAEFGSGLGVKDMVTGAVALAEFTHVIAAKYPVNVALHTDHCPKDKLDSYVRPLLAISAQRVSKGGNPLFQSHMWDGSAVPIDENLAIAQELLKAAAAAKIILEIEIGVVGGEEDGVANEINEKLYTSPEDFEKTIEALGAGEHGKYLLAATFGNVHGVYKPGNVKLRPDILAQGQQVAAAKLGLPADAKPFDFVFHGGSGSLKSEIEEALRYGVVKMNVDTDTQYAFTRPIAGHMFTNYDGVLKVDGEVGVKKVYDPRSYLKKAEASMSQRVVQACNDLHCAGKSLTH
PriA SSB inh: inhibitors of Klebsiella pneumoniae PriA binding to SSB C-terminal tail, primary screen, biochemical, AlphaScreen; 0.6% of 430,000 active; inhibition, % at 33 µM; AID 1272365, 2023; AlphaScreen SSBct-PriA binding, biotinylated peptide; in the data active means inhibition mostly above about 37%, no sharp cut-off; inactive means mostly below about 20%;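 further: plate controls were negative control peptide for no effect and reference peptide for full effect; strong numbers were not always called active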
Mtb BioA inh: M. tuberculosis BioA enzyme inhibitors, primary screen, biochemical, plate reader, single point, HTS; 0.096% of 360,000 active; 7,8-diaminopelargonic acid synthase BioA (Mycobacterium tuberculosis); AID 602481, 2012; inhibition, % at 9.99 µM; purified M. tuberculosis BioA enzyme; in the data active means inhibition above about 40%
GDH-TPI inh: GDH-TPI coupling enzyme inhibitors, primary screen, artefact control for M. tuberculosis FBA inhibitor project, biochemical, absorbance, full deck; 1.2% of 360,000 active; GDH-TPI coupled enzyme counterscreen, NADH absorbance; AID 588335, 2011; inhibition, % at 4.8 µM; in the data active means inhibition above about 30%;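 further: 0% = DMSO wells and 100% = wells lacking the enzyme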
MazEF act: activators of E. coli MazEF toxin-antitoxin RNase, primary screen, biochemical, fluorescence, uHTS. Endoribonuclease toxin MazF (Escherichia coli (strain K12)), P0AE70. FAM/BHQ RNA-DNA oligo cleavage fluorescence, 5 h. activation, % at 20 µM. 0.32% of 350,000 active. AID 504720, 2011; in the data active means activation above about 50%
SARS 3CLpro inh: SARS-CoV 3CLpro protease inhibitors, primary screen, biochemical, quenched FRET; inhibition, % at 6 µM; Replicase polyprotein 1ab (Severe acute respiratory syndrome coronavirus), P0C6X7; 0.14% of 290,000 active; recombinant SARS-CoV 3CLpro, quenched FRET peptide cleavage; in the data active means inhibition above about 12%
VHR inh abs: VHR1 phosphatase inhibitors, primary screen, biochemical, absorbance, uHTS; Dual specificity protein phosphatase 3 (Homo sapiens), P51452; recombinant VHR phosphatase, pNPP absorbance; inhibition, % at 13.3 µM; 0.52% of 290,000 active; AID 1654, 2009; in the data active means inhibition above about 50%; further: some compounds called inactive have numbers as strong as hits
Target sequence (P51452 whole entry, looked up): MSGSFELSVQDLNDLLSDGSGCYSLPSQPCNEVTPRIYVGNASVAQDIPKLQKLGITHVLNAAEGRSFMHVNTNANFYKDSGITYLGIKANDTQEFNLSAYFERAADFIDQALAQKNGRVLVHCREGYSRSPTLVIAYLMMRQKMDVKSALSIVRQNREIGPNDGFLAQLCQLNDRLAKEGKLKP
The depositor's hits bear a star; i = inactive; nt = not tested or not shown; & = joins results of further samples. A portion of the library (hit frequency here may not be typical).

Preview (two entries):
SMILES	BH1578 lux ind	Rv3671c inh	UGM FP inh	Mtb FBA inh	PriA SSB inh	Mtb BioA inh	GDH-TPI inh	MazEF act	SARS 3CLpro inh	VHR inh abs
CCn1c(SCC(N)=O)nc2c1c(=O)n(C)c(=O)n2C	-0.4	-3	1.0	1	-17	nt	13	4	-5	2
CCC(=O)Nc1c(C#N)c2nc3ccccc3nc2n1-c1ccccc1C	i	-7	-1.2	36*	-12	0.3	9	5	-7	31

The whole of this part, repeating the preview:
SMILES	BH1578 lux ind	Rv3671c inh	UGM FP inh	Mtb FBA inh	PriA SSB inh	Mtb BioA inh	GDH-TPI inh	MazEF act	SARS 3CLpro inh	VHR inh abs
CCn1c(SCC(N)=O)nc2c1c(=O)n(C)c(=O)n2C	-0.4	-3	1.0	1	-17	nt	13	4	-5	2
CCC(=O)Nc1c(C#N)c2nc3ccccc3nc2n1-c1ccccc1C	i	-7	-1.2	36*	-12	0.3	9	5	-7	31
CCN(C(=O)COc1ncnc2sccc12)c1ccccc1	-0.9	3	0.5	1	1	2.3	-2	10	-1	-11
O=C(c1c(F)cccc1F)N1CCC(O)(c2ccc(F)cc2)CC1	-1.6	0	0.0	-5	-4	-1.8	-8	12	-3	6
O=C(COC(=O)c1cn(-c2ccccc2)nc1-c1cccs1)NC1CC1	i	-2	-1.2	2	-8	-2.2	-12	10	4	18
O=C(OCn1ncc(Br)c(Br)c1=O)c1ccccc1Cl	i	-9	2.6	0	-9	-0.8	7	-1	1	3
Cc1ccc(Nc2nnc(SCC(=O)NCC3CCCO3)s2)cc1C (centres undefined)	i	0	1.2	1	-5	0.2	5	-3	nt	nt
COc1cccc(C(=O)C(CCC#N)c2ccccc2)c1 (centres undefined)	-0.3	nt	nt	2	nt	-1.0	11	-12	nt	nt
CCc1cccc(NC(=O)CCC(=O)N2CCSc3ccccc32)c1	-0.4	4	0.7	2	-1	0.8	-8	1	1	21
CCC1S/C(=N/N=C/c2ccco2)NC1=O (centres undefined)	3.4	-1	-0.6	-3	nt	nt	49*	2	-7	-4
O=C(Cn1c(=O)oc2cc(S(=O)(=O)N3CCc4ccccc43)ccc21)N1CCCCC1	-0.7	-7	0.2	2	2	-0.6	11	11	-3	21
O=c1c2ccccc2cnn1Cc1n[nH]c(=S)n1-c1ccc(F)cc1	i	7	-2.8	-2	2	nt	5	-2	0	15
COc1cc(C(C(=O)NC2CCCCC2)N(CCN2CCOCC2)C(=O)C2COc3ccccc3O2)cc(OC)c1OC (centres undefined)	-0.4	-2	1.8	-1	1	nt	-4	10	-3	22
O=C(Nc1ccc([N+](=O)[O-])cc1Cl)c1cc(Cl)ccc1O	-0.2	-3	-2.5	-2	-1	-0.9	6	-2	nt	nt
CCOCCn1c(=O)c2c(nc3n2CCN3c2ccc(C)cc2)n(C)c1=O	-0.3	6	-4.4	nt	-1	-0.9	nt	4	nt	nt
CCOc1ccc(NS(=O)(=O)c2cc(C(=O)N3CC(C)OC(C)C3)ccc2C)cc1 (centres undefined)	-1.4	2	-0.9	0	0	-1.2	0	8	nt	nt
Cc1ccc(-c2cn3c(n2)SCC3)cc1	-0.3	-12	-3.0	3	4	nt	2	1	4	11
C=CCc1cc(Cl)ccc1OCCOCCNC(C)(C)C	-0.1	5	1.0	-2	-8	nt	6	3	-5	62
Cc1ccc2cc3c(nc2c1)OCC3	i	3	-0.4	2	-10&-15	nt	6	7	-5	1
Cc1nc(NC(=O)c2cc3ccccc3o2)sc1C	-0.3	4	-1.2	-1	-6	-0.2	31*	-1	0	19

Profiles, looked up by structure.
`Cc1ccc(-c2cn3c(n2)SCC3)cc1` in the list: BH1578 lux ind = -0.3; Rv3671c inh = -12; UGM FP inh = -3.0; Mtb FBA inh = 3; PriA SSB inh = 4; Mtb BioA inh = nt; GDH-TPI inh = 2; MazEF act = 1; SARS 3CLpro inh = 4; VHR inh abs = 11
`COc1cccc(C(=O)C(CCC#N)c2ccccc2)c1` (centres undefined) in the list: BH1578 lux ind = -0.3; Rv3671c inh = nt; UGM FP inh = nt; Mtb FBA inh = 2; PriA SSB inh = nt; Mtb BioA inh = -1.0; GDH-TPI inh = 11; MazEF act = -12; SARS 3CLpro inh = nt; VHR inh abs = nt

The results go on:
SMILES	BH1578 lux ind	Rv3671c inh	UGM FP inh	Mtb FBA inh	PriA SSB inh	Mtb BioA inh	GDH-TPI inh	MazEF act	SARS 3CLpro inh	VHR inh abs
CCCOc1ccc(C(=O)CCC(=O)OCC(=O)N(C)c2c(N)n(Cc3ccccc3)c(=O)[nH]c2=O)cc1	i	-9	-1.0	0	-3	-0.5	-6	-1	-4	22
COc1ccc(NC(=O)CN(C)C(=O)c2ccc3c(c2)OCCO3)cc1	i	1	-0.8	0	4	0.6	0	-4	nt	nt
Cc1nc(N)ncc1Sc1ccc(Cl)cc1	-0.4	0	0.9	2	-11	nt	5	-1	0	30
COc1ccc([N+](=O)[O-])cc1NC(=O)CSCc1ccc(Br)cc1	-0.7	-3	1.2	2	10	2.1	3	5	-4	1
CC(=O)NCCC1CCCCN1C(=O)c1cc(COc2cc(C)ccc2C)on1 (centres undefined)	-7.5	-2	0.4	-2	-13	1.9	7	-3	5	-64
[O-]C(=C(C(=S)Nc1cccc2ccccc12)[n+]1cccc(CO)c1)c1ccc(Cl)s1	nt	nt	nt	6	12	nt	12	6	nt	nt
COC(=O)c1cc(NCc2cccs2)ccc1N1CCOCC1	-0.6	11	-2.8	0	8	-0.6	5	6	-3	31
CC(=O)NCCC(=O)Nc1cc(S(=O)(=O)N2CCCCC2)ccc1Oc1cccc(C)c1	-2.9	nt	-2.4	0	11	2.3	-4	-3	0	10
CCOc1ccc(/C(O)=C2/C(=O)C(=O)N(c3ncccn3)C2c2ccc(Cl)cc2)cc1 (centres undefined)	i	1	0.8	0	nt	0.5	21	1	6	9
Cc1noc(C)c1CN(C(=S)NC1CC1)c1ccccc1	i	-7	-3.5	-2	-4	2.5	8	5	1	-10
O=S(=O)(Nc1nc2ccccc2[nH]1)c1ccccc1	-0.6	-3	-0.1	-2	-17	-0.5	0	1	4	-9
COc1ccc(N(CC(=O)NCCc2ccc(OC)c(OC)c2)S(=O)(=O)c2ccc(OC)c(OC)c2)cc1	i	-3	1.4	-2	-1	-7.2	15	-1	0	-23
CNS(=O)(=O)c1cccc(C(=O)OCC(=O)NCc2ccccc2)c1	-0.3	-3	4.2	1	-7	0.6	0	3	6	29
COc1cccc(C(=O)Nc2ccc(N3CCN(C(=O)c4ccco4)CC3)cc2)c1	1.2	7	0.4	4	-3	-1.1	6	6	2	39
COCCNc1nc(-c2cc(C)n(CCc3ccc(OC)cc3)c2C)cs1	-0.6	-11	2.5	-2	9	-0.3	-7	21	-2	-1
Cc1csc(N2CCCC2c2nc3cc(Cl)c(N4CCCCC4)cc3n2CCCO)n1 (centres undefined)	-0.3	-12	2.6	5	-1	5.0	12	10	nt	nt
CCN(CCNC(=O)CS(=O)(=O)Cc1nc(-c2cccc(OC)c2)oc1C)c1ccccc1	-0.3	-5	3.3	-1	19	0.3	-5	-4	4	-23
C#CC(C)(C)NC(=O)CSc1nc2c(c(=O)n(C)c(=O)n2C)n1CCCC	-1.4	3	-2.2	-2	-1	0.7	-5	2	1	17
Cc1ccc(-c2nnc(CN3CCCCC3C)o2)cc1 (centres undefined)	1.2	8	-0.7	0	-6	2.4	9	-8	-1	15
CC1=NN(c2cccc([N+](=O)[O-])c2)C(=O)C1	-0.9	-23	0.2	-3	2	-0.1	9	0	8	0
COc1ccc(OCCCC(=O)Nc2nnc(C3CCCO3)s2)cc1 (centres undefined)	-0.4	-2	-0.6	4	-5	-2.0	-7	1	-1	8
COc1cccc(-n2c(CN3CCN(c4ccc(C)cc4)C(C)C3)nc3ccc([N+](=O)[O-])cc3c2=O)c1 (centres undefined)	-0.2	5	2.6	1	-8	1.7	6	-10	1	8
CC(C)N(C(=O)NC(=O)NCC1CCCO1)S(C)(=O)=O (centres undefined)	-7.1	-8	0.4	0	-6	-0.7	0	-3	3	11
CC1=C(C(=O)OC2CCCC(C)C2)C(c2ccccc2)NC(=O)N1 (centres undefined)	-0.6	-9	0.4	-1	-3	-0.6	13	2	-4	-20
O=C(NCCc1c[nH]c2ccccc12)Nc1cccc2ccccc12	-2.6	13	-0.4	1	23	-0.4	-14	5	5	-16
O=C(O)CNS(=O)(=O)c1cccc(Cl)c1	0.7	6	2.0	0	10&-4	0.2	18	-2	4	-7
COc1cccc(CN2CCNC(=O)C2CC(=O)NCCOc2cccnc2)c1OC (centres undefined)	i	-6	-1.5	2	12	nt	4	-4	5	30
Cc1c(NC(=O)COc2cccc(Cl)c2Cl)c(=O)n(-c2ccccc2)n1C	i	0	-1.0	-3	1	nt	5	1	nt	nt
CC1CCc2nn(CC(=O)NCCN3CCOCC3)cc2C1 (centres undefined)	-0.9	-6	0.1	1	-7	-0.7	11	3	-5	28
Cc1ccc(C2NC(=O)c3c(sc(C)c3C)N2)c(O)c1 (centres undefined)	0.3	0	-1.1	10	-3	nt	21	0	-2	51*
Cc1ccc(/C=N/NC(=O)CN2CCN(S(=O)(=O)c3ccc(Br)cc3)CC2)s1	-0.3	2	0.6	-1	nt	nt	7	-6	1	5
COc1ccc2c(c1)OC13CCCCC1C2C(C(=O)c1ccccc1)C(=O)N3 (centres undefined)	-0.3	-5	2.5	6	-6	-0.9	-7	-3	2	36
CC(C)OCCCNC(=O)c1c(N)n(Cc2cccs2)c2nc3ccccc3nc12	i	-177	0.6	34*	-15	-0.1	13	7	2	-12
Cc1ccc(NC2CNC(=O)NC2=O)cc1C (centres undefined)	i	nt	nt	2	2	-0.1	9	1	nt	nt
CCCc1cc(=O)oc2cc(C)cc(OCC(=O)NCc3ccncc3)c12	i	-7	-0.1	61*	-12	6.3	9	6	-1	10
CCC(C#N)(CC)P(=S)(c1ccccc1)c1ccccc1	i	-11	0.8	0	-40	nt	-3	2	-1	-13

Looked up above:
Entry for `Cc1ccc(Nc2nnc(SCC(=O)NCC3CCCO3)s2)cc1C` (centres undefined) in Mtb BioA inh: 0.2
Entry for `CCC(=O)Nc1c(C#N)c2nc3ccccc3nc2n1-c1ccccc1C` in Mtb FBA inh: 36*

High-throughput results as filed in PubChem.
